ATXN2 expr inh = ATXN2 expression inhibition; HEK-293 ATXN2-luciferase reporter, luminescence, 24 h; Potency, µM (top dose mostly 57 µM), for the others: at the top dose activity change, negative = inhibition, most hits filed as inhibitors; 0.72% of 360,000 active; further: potency means the concentration at half of the fitted maximal effect; on the % scale 0 is the no-effect control and ±100 the full control effect; nearly all actives have a fitted effect of over 55% in size
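qHTS (up to 57 uM final) was run with 24 h compound exposure of reporter cells at 37 °C. Each well was multiplexed: SteadyGlo luminescence measured ATXN2-luciferase expression after a fluorogenic Gly-Phe-AFC viability readout (25 uM final).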
Nrf2 inh = blocks Nrf2 signaling; AID 504444; Potency, µM (series often up to 46 µM), for the others: at the top dose activity change, negative = inhibition, usual class: inhibitors; 2.1% of 360,000 active; A549 ARE-Fluc reporter, luciferase luminescence, 18-24 h; further: potency means the concentration at half of the fitted maximal effect; on the % scale 0 is the no-effect control and ±100 the full control effect; nearly all actives have a fitted effect of over 60% in size
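Reporter: ARE-Fluc in A549. Exposure: 18-24 h, 37 °C, 5% CO2, 5% FBS OPTI-MEM. Readouts: fluorescent cytotoxicity (CellTiter-Fluor), then luminescent Nrf2 signal after BugLite.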
A549 viability = counter-screen for Nrf2 inhibitors: cytotoxicity in A549 cells. A549 ARE-Fluc cells, CellTiter-Fluor viability, 18-24 h. Potency, µM (doses to about 46 µM), inactives show top-dose activity change, negative = cytotoxicity, usual class: inhibitors. 0.16% of 390,000 active; further: potency means the concentration at half of the fitted maximal effect; on the % scale 0 is the no-effect control and ±100 the full control effect
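A549 ARE-Fluc cells in 5% FBS OPTI-MEM, 5000 cells/well, rested 2 h then exposed to compounds in concentration-response for 18-24 h at 37 °C. Viability by CellTiter-Fluor fluorescence (Ex 405/Em 525) after 30 min; luciferase luminescence (BugLite, 15 min, RT) read afterwards.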
EPAC2 ag = agonists of human EPAC2 (RAPGEF4); Q8WZA2; EPAC2 activation, biochemical qHTS; response scale: 100% = 6.5 mM cAMP response; Potency, µM (highest dose often 154 µM), for inactives: top-dose activation, most hits filed as activators; 0.079% of 360,000 active; AID 720711; further: potency means the concentration at half of the fitted maximal effect; nearly all actives have a fitted effect of over 50% in size
Target sequence (Q8WZA2 whole entry, looked up): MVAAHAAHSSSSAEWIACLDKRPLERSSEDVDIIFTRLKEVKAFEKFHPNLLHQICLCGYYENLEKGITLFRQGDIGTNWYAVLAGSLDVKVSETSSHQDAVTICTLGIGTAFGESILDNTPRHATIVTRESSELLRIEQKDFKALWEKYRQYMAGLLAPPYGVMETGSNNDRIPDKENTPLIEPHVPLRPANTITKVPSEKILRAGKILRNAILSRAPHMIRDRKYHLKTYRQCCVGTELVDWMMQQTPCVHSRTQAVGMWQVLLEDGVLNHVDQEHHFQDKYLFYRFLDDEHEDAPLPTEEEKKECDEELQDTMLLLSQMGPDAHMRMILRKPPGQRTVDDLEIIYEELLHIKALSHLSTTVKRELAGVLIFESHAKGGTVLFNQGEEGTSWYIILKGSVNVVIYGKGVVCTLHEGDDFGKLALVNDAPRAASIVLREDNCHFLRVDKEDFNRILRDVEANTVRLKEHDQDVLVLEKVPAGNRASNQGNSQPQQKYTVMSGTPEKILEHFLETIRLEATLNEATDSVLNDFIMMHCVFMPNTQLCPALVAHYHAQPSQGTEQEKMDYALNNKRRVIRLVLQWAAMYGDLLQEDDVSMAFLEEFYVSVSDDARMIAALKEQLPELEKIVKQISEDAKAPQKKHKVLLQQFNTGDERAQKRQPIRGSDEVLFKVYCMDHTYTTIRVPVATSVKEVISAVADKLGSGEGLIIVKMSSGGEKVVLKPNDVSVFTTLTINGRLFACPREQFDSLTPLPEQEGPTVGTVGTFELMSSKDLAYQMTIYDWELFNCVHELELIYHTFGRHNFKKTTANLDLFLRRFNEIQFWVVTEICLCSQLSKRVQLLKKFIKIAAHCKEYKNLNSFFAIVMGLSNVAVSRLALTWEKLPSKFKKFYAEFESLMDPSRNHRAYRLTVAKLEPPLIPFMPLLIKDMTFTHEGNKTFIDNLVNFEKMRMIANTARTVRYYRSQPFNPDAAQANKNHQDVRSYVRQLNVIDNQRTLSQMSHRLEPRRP
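qHTS, titration series. 100 nM EPAC2 / 250 nM Rap1B-BODIPY-GDP / 50 uM GDP; RT; ex 480/em 540 nm, 5-min reads to 30 min. Norm. to 6.5 mM cAMP = activation.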
HepG2 tox = counter-screen for TGF-b inhibitors: cytotoxicity in HepG2 cells. Potency, µM (top dose mostly 46.1 µM), inactives show at the highest dose activity change, negative = cytotoxicity, most hits filed as cytotoxic. AID 588856. HepG2 CAGA-GFP viability, ATP luminescence, 18 h. 0.76% of 410,000 active; further: potency means the concentration at half of the fitted maximal effect; some results filed as inactive show a strong effect at the top dose
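CellTiter-Glo luminescence gave cytotoxicity after 18 hours at 37 degrees C. The cells were HepG2 CAGA-GFP in 1% FBS DMEM, stimulated with 500 pg/mL TGF-beta after compound addition. %Activity was normalised to no-cell wells (complete cell-killing) and DMSO (no toxicity), and curves were fitted and classified.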
Nrf2 ARE act = activators of Nrf2 (ARE) signaling | 0.31% of 410,000 active | AREc32 ARE-luciferase reporter (MCF7-derived line), luminescence, 24 h | AID 624171 | Potency, µM (series often up to 46.1 µM), for the others: at the highest dose activation, most hits filed as activators; further: potency means the concentration at half of the fitted maximal effect; % of control where 0% means no effect; nearly all actives have a fitted effect of over 65% in size
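Steps: seed AREc32_Fluc cells (1000/well, 5% FBS OPTI-MEM); incubate overnight at 37 deg C; add 23 nL compound; incubate 24 hr; add Steady-Glo; hold 30 min RT; read luminescence.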
IL2 activator = activators of IL-2; IL-2 activation reporter assay, cell-based qHTS; stimulated with anti-CD3/CD4/CD28 beads; in transgenic mouse T cells; activation, % (series mostly up to about 46 µM); 0.065% of 360,000 active; AID 652025; in the data active means activation above about 50%; inconclusive means mostly about 30% to 49%; further: 0% is about no effect
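Screening format: compound pinned onto unstimulated transgenic mouse T cells, 60 min incubation, then anti-CD3/anti-CD4/anti-CD28 bead stimulation for 18 hours at 37 degrees C, followed by EGFP and DsRed detection.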
ATXN viability = viability counter-screen for ATXN expression inhibitors; S2 cells (HEK-293 line with an ATXN2-luciferase reporter) viability, CellTiter-Fluor protease fluorescence, 24 h; Potency, µM (titrated, usually from 56.7 µM), usual class: cytotoxic; 0.49% of 400,000 active; further: potency means the concentration at half of the fitted maximal effect; nearly all actives have a fitted effect of over 40% in size
TGFb SMAD3 inh = blocks TGF-b signaling; Potency, µM (top dose mostly 46.1 µM), without a hit: at the highest dose activity, negative = inhibition, usual class: inhibitors; HepG2 CAGA-GFP TGF-b/SMAD3 reporter, GFP fluorescence, 18 h; TGF-beta stimulated, 500 pg/mL final; AID 588855; 1.2% of 410,000 active; further: potency means the concentration at half of the fitted maximal effect; on the % scale 0 is the no-effect control and ±100 the full control effect; nearly all actives have a fitted effect of over 65% in size
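Using HEPG2 CAGA-GFP reporter cells at 1000 cells/well, we pinned test compounds, stimulated with recombinant TGF-beta (500 pg/mL final) and measured total well GFP after 18 h.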
An asterisk follows results filed as active; i = inactive; ? = inconclusive; . = no result given; & = joins results of further samples; [ ] = dose if it differs, or a comment. Unless noted, the call rests on the fitted dose curve; in most records, active means well fitted curve in the direction sought with a large enough effect; inconclusive means small, poorly fitted or top-dose-only effect, or another doubt; inactive means no such curve, though single readings can be large; an effect the other way counts as inactive or inconclusive.

The first two entries, to show the layout:
item	Molecule	TGFb SMAD3 inh	ATXN2 expr inh	ATXN viability	IL2 activator	Nrf2 ARE act	Nrf2 inh	EPAC2 ag	A549 viability	HepG2 tox
1	CC1=Nc2cc(C(=O)NCCCOC(C)C)ccc2Sc2ccc(C)cc21	?	8%	i	-2.6	-0.5%	23µM*	7%	-12%	1%
2	Cc1cccc(NC(=O)CC2C(=O)NCCN2C(=S)Nc2ccccc2)c1 (stereo not drawn)	-3%	2%	i	-1.0	2.2%	0%	6%	17%	-12%

Results, from the first entry:
item	Molecule	TGFb SMAD3 inh	ATXN2 expr inh	ATXN viability	IL2 activator	Nrf2 ARE act	Nrf2 inh	EPAC2 ag	A549 viability	HepG2 tox
1	CC1=Nc2cc(C(=O)NCCCOC(C)C)ccc2Sc2ccc(C)cc21	?	8%	i	-2.6	-0.5%	23µM*	7%	-12%	1%
2	Cc1cccc(NC(=O)CC2C(=O)NCCN2C(=S)Nc2ccccc2)c1 (stereo not drawn)	-3%	2%	i	-1.0	2.2%	0%	6%	17%	-12%
3	Cc1nn(-c2ccccc2)nc1C(=O)Nc1ccc2c(c1)OCCO2	19%	4%	i	-0.1	?	-35%	-1%	0%	-13%
4	CC1=C(C(=O)Nc2cccc(Cl)c2C)C2(CCCCCC2)OC1=O	-12%	-2%	i	.	-0.1%	?	.	11%	-11%
5	O=c1oc2cc(O)ccc2cc1-c1nc(-c2ccc(Cl)c(Cl)c2)cs1	68%[activator]	-1%	i	.	-0.3%	.	.	2%	-22%
6	O=C(CCCCCN1C(=O)c2ccccc2C1=O)NCc1ccccn1	5%	-2%	i	-0.1	-0.5%	14%	11%	-6%	12%
7	CCc1ccc(NC(=O)CSc2n[nH]c(=O)n2C2CC2)cc1	2%	1%	i	-3.1	0.7%	-8%	7%	-11%	0%
8	Cc1ccc(S(=O)(=O)NC(C)C(c2cccs2)N2CCN(c3ccccc3)CC2)cc1 (stereo not drawn)	-18%	-10%	i	-2.2	5.3%	-13%	14%	-2%	1%
9	C=CCn1c(=O)c2c(nc3n2CC(C)CN3CCc2ccccc2)n(C)c1=O (stereo not drawn)	-13%	.	i	1.1	0.0%	11%	4%	-2%	-37%
10	O=C(NC1CC1)C1CC(=O)N(C2CCCCC2)C1 (stereo not drawn)	16%	6%	i	-1.9	-0.3%	0%	4%	-4%	0%
11	CC(C)(CNCc1ccccc1)NS(=O)(=O)c1ccccc1	2%	-12%	?	-1.8	0.4%	3%	2%	0%	9%
12	CC(C)Cc1nnc(NC(=O)CCC(=O)Nc2ccc(Cl)cc2)s1	7%	11%	i	-2.5	0.3%	5%	0%	0%	2%
13	Cc1nnsc1NC(=O)OCc1ccc(C(F)(F)F)cc1	?	-5%	i	0.1	2.4%	?	-7%	-5%	-24%
14	CC(=O)N1CCN(c2ccc(NC(=O)c3ccc(C(C)(C)C)cc3)cc2)CC1	-20%	?	?	-1.3	-0.5%	?	-8%	-4%	-49%
15	CC1(OC(=O)C2CCCC2)C(=O)C=C2C=C(c3ccsc3)N(CCc3ccccn3)C=C2C1=O (stereo not drawn)	?	3%	i	-0.1	-0.7%	6%	-2%	17%	2%
16	CCOC(=O)c1c(C)oc2nc(C)nc(NCCc3ccc(S(N)(=O)=O)cc3)c12	6%	-34%	?	.	4.3%	-6%	.	-7%	-19%
17	O=C(NC(=S)NCC1CCCO1)c1cccs1 (stereo not drawn)	7%	8%	i	0.3	0.6%	0%	-3%	7%	-32%
18	Cc1ccc(NC(=O)c2ccc3c(c2)OCO3)cc1S(=O)(=O)N1CCOCC1	-19%	.	i	-0.9	2.8%	-3%	8%	?	-12%
19	Cc1c(NC(=O)c2cnn3c2NC(c2ccccc2)CC3C(F)(F)F)c(=O)n(-c2ccccc2)n1C (stereo not drawn)	-11%	0%	i	-2.4	-1.1%	-21%	3%	-3%	-3%
20	O=C(O)C1C2C=CC(C2)C1C(=O)Nc1cccc(C(F)(F)F)c1 (stereo not drawn)	1%	-8%	i	-0.6	0.3%	12%	10%	8%	1%
21	CN(C(=O)Cn1cccc1C1=NC(c2ccccc2)CO1)c1ccccc1 (stereo not drawn)	4%	-7%	i	-5.8	0.0%	-28%	4%	-6%	15%
22	O=C1c2ccccc2C(=O)c2[nH]c(=O)[nH]c21	1µM*	?	.	0.3	-1.9%	21µM*	0%	15µM*	1.4µM*
23	Cc1nc(C)c(-c2csc(Nc3ccc(N)cc3)n2)s1	-11%	.	i	-1.0	22%	21µM*	2%	-20%	-21%
24	Cc1ccc(S(=O)(=O)N2C[C@H]3C(=O)C[C@@H](c4ccccc4F)N(S(=O)(=O)c4ccc(C)cc4)[C@H]3C[C@H]2c2ccccc2F)cc1	?	-7%	i	-0.1	2.6%	.	7%	.	-10%
25	Cn1c(N)c(C(=O)COC(=O)CCOc2ccc(C(C)(C)C)cc2)c(=O)n(C)c1=O	7%	-24%	.	-0.7	2.9%	0%	-1%	-2%	6%
26	CN(Cc1ccco1)C(=O)C1CCN(c2nnc(-n3cccc3)s2)CC1	8%	3%	i	-0.9	0.0%	-28%	8%	-1%	-19%
27	O=C(/C=C/c1ccccc1)Nc1ccc2c(c1)OCCO2	0%	16%	i	-0.2	-0.1%	?	9%	-10%	3%
28	Cc1ccc(C=NCc2ccncc2)c(O)c1	-20%	25%	i	-2.3	0.7%	13%	9%	-2%	0%
29	CC(C)(C)Sc1ccc([N+](=O)[O-])cc1C(=O)Nc1ccncc1	-6%	27%	i	3.2	4.6%	8%	8%	0%	-11%
30	COc1ccc(CC(=O)NNc2ncnc3c2cnn3-c2ccc(C)cc2)cc1OC	0%	3%	i	-1.1	-1.0%	-14%	-2%	-4%	4%
31	Cc1ccc(S(=O)(=O)NNC(=O)CCC(=O)Nc2ccccc2)cc1	14%	-6%	i	-3.9	-0.5%	.	9%	-2%	24%
32	O=C(Cn1nnc(-c2ccc(OCc3ccccc3F)cc2)n1)N1CCOCC1	-1%	19%	i	-2.4	0.4%	12%	6%	-3%	-14%
33	O=C(/C=C/c1ccccc1)NCCSCc1ccccc1Cl	-6%	23%	i	-0.3	3.0%	-4%	6%	-2%	2%
34	COc1ccc(CNC(=O)COC(=O)c2nc3nc(C)cc(C)n3n2)cc1	0%	10%	?	-2.5	-0.3%	21%	1%	10%	-3%
35	COc1cccc(Oc2cc(NN3CCCCC3)c([N+](=O)[O-])cc2[N+](=O)[O-])c1OC	11%	4%	i	-3.5	-0.5%	-11%	10%	-9%	8%
36	O=C(c1ccccc1F)N1CCCC(C(=O)N2CCc3ccccc3C2)C1 (stereo not drawn)	0%	-3%	i	-2.0	-0.1%	-5%	4%	-8%	-19%
37	Cc1onc(-c2ccc(Cl)cc2)c1-c1ccnn1S(=O)(=O)c1cccc(C(F)(F)F)c1	?	-14%	i	-5.6	2.6%	?	12%	-5%	-7%
38	CCn1cc(/C=C(\NC(=O)c2ccccc2F)C(=O)N2CCOCC2)c2ccccc21	8%	-1%	i	-3.5	-0.2%	-2%	8%	0%	-16%
39	O=C(c1ccc(F)cc1)N1CCN(CCc2ccncc2)CC1	11%	.	.	.	0.0%	13%	.	3%	5%
40	COCc1nnc(NC(=O)c2sc3ccccc3c2Cl)s1	1%	30%[activator]	i	2.7	0.5%	2%	-6%	-18%	-7%
41	COc1ccc(S(=O)(=O)N(CC(=O)Nc2cccc(C(F)(F)F)c2)c2ccc(C)cc2)cc1	0%	-6%	i	.	4.2%	?	.	-3%	-35%
42	CCc1ccc(N(C(=O)c2csnn2)C(C(=O)NC(C)(C)C)c2ccncc2)cc1 (stereo not drawn)	2%	7%	i	3.3	-0.7%	8%	-3%	-8%	-14%
43	Cc1ccc(NC(=O)CCCn2c(=O)[nH]c3ccsc3c2=O)cc1	-17%	1%	i	0.2	0.2%	5%	8%	-5%	-23%
44	CCC1CCCCN1CCNC(=O)C1CCCN(S(=O)(=O)c2cccc3nsnc23)C1 (stereo not drawn)	4%	5%	i	5.2	-0.2%	13%	-4%	2%	0%
45	NC(=O)C1CCN(C2OC(=O)c3ccccc32)CC1 (stereo not drawn)	26%	-5%	?	-0.6	-0.5%	16%	-2%	-4%	14%
46	Cc1nc2sccn2c(=O)c1S(=O)(=O)NCc1ccccc1	-1%&-18%	-24%&4%	i	-2.6	0.4%&-1.2%	?	-4%	-3%&3%	-3%&-1%
47	Cc1nn(C)c(C)c1NC(=O)COc1ccc(F)cc1Br	-10%	-21%	i	0.0	0.3%	23µM*	-7%	1%	-5%
48	O=C(O)c1cc(NS(=O)(=O)c2cccs2)cc(NS(=O)(=O)c2cccs2)c1	-3%	9%	i	-2.4	0.4%	6%	3%	-1%	-2%
49	COc1ccc(-c2noc(CN3CCN(c4ccccc4OC)CC3)n2)cc1OC	-13%	-13%	i	.	0.1%	-18%	.	18%	-26%
50	COc1ccc(Cn2nnc3ccccc32)cc1	-20%	3%	i	0.5	1.0%	-2%	6%	2%	-5%
51	CC1CCN(C(=O)c2ccccc2NC(=O)c2nsc3ccccc23)CC1	?	.	.	.	10%	.	.	0%	-15%
52	CCCS(=O)(=O)NC(=O)C1(C)CCCN(C(=O)c2cc(-c3cccs3)oc2C)C1 (stereo not drawn)	7%	2%	i	0.4	-0.4%[9.22 µM]	.	-6%	.	1%
53	Cc1ccc(S(=O)(=O)N2CCC(C(=O)NCc3ccccc3CN3CCCC3)CC2)cc1C	0%	-1%	i	-4.1	-0.5%	12%	4%	-16%	-29%
54	CCOc1ccccc1NC(=O)NC1(C(=O)N2CCN3CCCC3C2)CCCCC1 (stereo not drawn)	2%	-7%	i	0.7	-0.5%	-9%	8%	-1%	-9%

Assay outcomes deposited in PubChem BioAssay by National Center for Advancing Translational Sciences (NCATS).
